Compound activity deposited in PubChem by several laboratories.
DDE Tn6 FP inh: disrupts Tn6 cyclic peptide binding to fibrin D-Dimer-E complex | AID 720509 | P02675 | actives 0.21% (n = 370,000) | Fibrin DD(E) TRITC-Tn6 fluorescence polarization displacement | inhibition, % at 8.3 µM;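 active = inhibition above a per-campaign cutoff: mean of compounds within control limits plus 3 SD, cut at about 15% in these data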;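 note: 0% = median of all compound wells on the plate and 100% = blocking peptide control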
NPR2 activator: GC-B (human) receptor activation. P20594. HEK293-GC-B cells, CNP EC30, cGMP TR-FRET; 0% at EC30 CNP, 100% saturating CNP. activation, % at 10 µM. actives 0.11% (n = 370,000). AID 1920062;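 active = activation at 10 µM reaching about 35% in either raw or pattern-adjusted values, limit read from the data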
rCAG RNA binder: molecules binding r(CAG) RNA repeats. r(CAG) RNA repeat, TO-PRO-1 dye displacement fluorescence. actives 1.3% (n = 370,000). inhibition, % at 3 µM;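 active = inhibition above the plate cutoff, the mean of all test compounds on that plate plus 3 SD, cut at about 35% in these data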;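 note: 0% = DMSO alone and 100% = 100 µM mitoxantrone as full dye displacement; higher means more dye released from RNA so lower well fluorescence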
ADAM10 inh: inhibitors of human ADAM10. O14672. recombinant ADAM10, EDANS/DABCYL FRET peptide cleavage, 3 h. inhibition, % at 7 µM. actives 0.62% (n = 370,000). AID 720582;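 active = inhibition above a per-campaign cutoff equal to the mean of compounds falling between control-based bounds plus 3 SD, cut at about 20% in these data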;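 note: 0% = DMSO wells while the 100% control is not disclosed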
GAA850 FXN act: increases GAA850 frataxin promoter reporter activity; HEK293 lucGAA850 FXN promoter luciferase reporter, 24 h; percent of 10 µM SAHA response; activation, % at 6 µM; actives 0.56% (n = 360,000); AID 540364;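 active = activation above the average of all compounds screened plus 3 SD, cutoff fixed separately per campaign, cut at about 7.5% in these data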;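 note: 0% = DMSO wells and 100% = 10 µM SAHA wells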
GC-A act: GC-A (human) enzyme activation; HEK293 GC-A cells, cGMP TR-FRET, EC30 ANP; 0% at EC30 ANP, 100% saturating ANP; activation, % at 10 µM; actives 0.14% (n = 370,000); AID 1671463; in the data active = activation above about 40%
ASAP1 GAP inh: ASAP1 ArfGAP inhibition; Q9ULH1; ASAP1-stimulated ARF1 GTP hydrolysis, GDP FP detection; inhibition, % at 16.5 µM; actives 0.19% (n = 360,000); AID 624377; in the data active = inhibition above about 25%;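 note: 0% = vehicle with enzyme and substrate and 100% = no enzyme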
Target sequence (Q9ULH1 325-724 limits assumed): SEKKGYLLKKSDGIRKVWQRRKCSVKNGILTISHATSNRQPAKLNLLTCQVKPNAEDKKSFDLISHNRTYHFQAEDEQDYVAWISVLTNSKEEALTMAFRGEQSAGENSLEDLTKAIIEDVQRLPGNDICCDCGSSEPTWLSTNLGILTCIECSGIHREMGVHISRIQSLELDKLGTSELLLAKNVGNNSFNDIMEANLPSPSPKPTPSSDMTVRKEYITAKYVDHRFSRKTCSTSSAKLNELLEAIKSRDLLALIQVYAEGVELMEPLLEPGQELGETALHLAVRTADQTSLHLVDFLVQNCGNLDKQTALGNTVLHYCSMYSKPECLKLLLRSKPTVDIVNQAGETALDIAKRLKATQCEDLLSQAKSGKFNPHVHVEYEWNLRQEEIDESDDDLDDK
ARFGAP1 inh: rat ARFGAP1 inhibition; Arfgap1-stimulated ARF1 GTP hydrolysis, GDP FP detection; Q62848; AID 651572; actives 0.26% (n = 360,000); inhibition, % at 16.5 µM;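 active = inhibition above a per-plate limit, mean inhibition of low control wells plus 3 SD, cut at about 25% in these data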;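 note: 0% = DMSO wells with enzyme and 100% = wells lacking Arfgap1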
Target sequence (Q62848 1-136 limits assumed): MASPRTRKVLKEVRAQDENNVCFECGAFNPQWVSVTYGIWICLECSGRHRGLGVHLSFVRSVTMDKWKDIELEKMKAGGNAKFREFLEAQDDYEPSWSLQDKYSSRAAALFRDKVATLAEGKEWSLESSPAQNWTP
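System: truncated rat Arfgap1 GAP domain / Medium: HEPES-based buffer, pH 7.5 / Also added: N-terminally truncated human ARF1-GTP substrate / Incubation: enzyme reaction 120 min at 25 °C after 20 min preincubation / Measured by: FP of antibody-bound GDP Alexa 633 tracer, ex 620/em 688 nm / Replicates: singlicate, each compound tested once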
proKLK7 act: activators of human kallikrein-7 zymogen; P49862; purified proKLK7, EDANS-DABCYL substrate fluorescence; 100% is mature enzyme control, 0% vehicle; activation, % at 7 µM; actives 0.9% (n = 370,000); AID 652039;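 active = activation above the mean of all tested compounds plus 3 SD, computed per campaign excluding outliers beyond control limits, cut at about 13% in these data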
Target sequence (P49862 whole entry, looked up): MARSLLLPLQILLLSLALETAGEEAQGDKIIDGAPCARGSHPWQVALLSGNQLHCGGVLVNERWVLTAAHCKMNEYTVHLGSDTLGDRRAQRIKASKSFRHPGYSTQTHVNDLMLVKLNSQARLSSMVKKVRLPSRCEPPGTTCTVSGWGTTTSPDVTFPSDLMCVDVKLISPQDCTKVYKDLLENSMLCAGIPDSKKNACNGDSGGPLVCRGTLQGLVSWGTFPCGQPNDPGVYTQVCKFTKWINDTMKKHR
sPLA2-III inh: Inhibits HGIII-sPLA2 liposome hydrolysis, primary screen; QFRET BODIPY PC-A2 liposome hydrolysis, fluorescence; inhibition, % at 12.2 µM; actives 0.56% (n = 370,000); AID 743126;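 active = inhibition above mean plus 3 SD of compounds lying within the high and low control bounds, cut at about 19% in these data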;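 note: 0% = median of test compound wells and 100% = no enzyme DMSO wells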
The depositor's hits bear a star; i = inactive; x = not tested or not shown.

SMILES | DDE Tn6 FP inh | NPR2 activator | rCAG RNA binder | ADAM10 inh | GAA850 FXN act | GC-A act | ASAP1 GAP inh | ARFGAP1 inh | proKLK7 act | sPLA2-III inh
Cc1ccc(C)c(NC(=O)CN(C)C(=O)c2ccccc2OCc2ccccc2Cl)c1 | 3 | -3 | -5 | 1 | -1.0 | -6 | -7 | -18 | 0.6 | -16
NS(=O)(=O)c1ccc(NNC(=O)c2ccccc2C(=O)O)cc1 | 1 | 3 | -2 | 2 | 2.1 | -1 | 8 | 3 | 0.0 | 0
CC(C)c1ccc(NC(=O)COC(=O)c2ccc(CN3CCCC3=O)cc2)cc1 | 3 | -4 | 2 | -2 | 1.4 | 4 | 13 | 0 | 0.7 | -9
O=C1NC[C@@H](Cc2ccc(O)cc2)N(CCc2cccc(F)c2)C1=O | -3 | 4 | -1 | 5 | -0.5 | 5 | 5 | 3 | 0.3 | 7
OCCNC(=S)Nc1cc(Cl)cc(Cl)c1 | 4 | 3 | 0 | -3 | 0.0 | 4 | -9 | 2 | 0.0 | 4
COc1cccc(C(C)(O)c2nc(-c3ccc(F)cc3OC)cs2)c1 (stereo not drawn) | 7 | -3 | 2 | 15 | 1.8 | -5 | -7 | -8 | -0.2 | -24
Cc1ccccc1NC(=S)N(C)CCc1ccccn1 | 1 | 1 | -1 | -3 | 0.2 | -1 | -10 | 7 | -0.5 | -2
Nc1nc(SCC(=O)Nc2ccccc2Sc2ccccc2)n[nH]1 | 5 | 4 | 2 | 3 | 0.4 | -1 | -2 | 6 | -0.5 | 1
FC(F)Sc1ccc(-n2cc(-c3ccccc3)[n+]3c2CCC3)cc1 | 3 | 9 | -1 | -1 | 1.2 | 3 | 15 | 12 | 0.1 | 11
COc1ccccc1CNC(=O)CNC(=O)N1CC(=O)Nc2ccccc21 | 7 | -2 | 0 | 0 | -1.9 | -3 | 4 | 2 | 0.3 | 5

Entries listed so far with fluorine (3):
SMILES | DDE Tn6 FP inh | NPR2 activator | rCAG RNA binder | ADAM10 inh | GAA850 FXN act | GC-A act | ASAP1 GAP inh | ARFGAP1 inh | proKLK7 act | sPLA2-III inh
O=C1NC[C@@H](Cc2ccc(O)cc2)N(CCc2cccc(F)c2)C1=O | -3 | 4 | -1 | 5 | -0.5 | 5 | 5 | 3 | 0.3 | 7
COc1cccc(C(C)(O)c2nc(-c3ccc(F)cc3OC)cs2)c1 (stereo not drawn) | 7 | -3 | 2 | 15 | 1.8 | -5 | -7 | -8 | -0.2 | -24
FC(F)Sc1ccc(-n2cc(-c3ccccc3)[n+]3c2CCC3)cc1 | 3 | 9 | -1 | -1 | 1.2 | 3 | 15 | 12 | 0.1 | 11

(further entries)
SMILES | DDE Tn6 FP inh | NPR2 activator | rCAG RNA binder | ADAM10 inh | GAA850 FXN act | GC-A act | ASAP1 GAP inh | ARFGAP1 inh | proKLK7 act | sPLA2-III inh
CN(C)S(=O)(=O)c1cccc(NC(=O)C2CCCN(C(=O)c3ccc(Cl)cc3)C2)c1 (stereo not drawn) | 6 | 1 | 5 | 0 | 0.9 | -1 | -2 | 5 | 0.5 | -11
COc1ccc(CNC(=O)CN2CCC(C(=O)c3ccc(OC)cc3)CC2)cc1 | 4 | -2 | -7 | 1 | -0.1 | -1 | 17 | 4 | 0.0 | -10
CCCN1C(=O)c2ccccc2NC1c1ccc(Br)cc1 (stereo not drawn) | 3 | -10 | -1 | i | 1.4 | -30 | 13 | 5 | 12 | 8
COCCCNc1nc2c(-c3cccc(C)c3)nnn2c2ccccc12 | 1 | 14 | 8 | -163 | -1.4 | 25 | -11 | 4 | 0.6 | 2
COc1ccc(C(CNC(=O)CNC(=O)c2cccc(Cl)c2)N2CCCC2)cc1 (stereo not drawn) | 4 | -1 | -1 | -2 | 1.4 | -3 | -10 | -13 | -0.3 | -2
CC(C)(C)c1[nH]nc2c1C(C1C=CCCC1)C(C#N)=C(N)O2 (stereo not drawn) | 2 | -1 | 2 | 11 | 1.1 | -8 | 7 | 9 | 0.1 | -16
O=C(NCCCc1ccccc1)C1CC(=O)N(c2ccc3c(c2)OCCO3)C1 (stereo not drawn) | 13 | -2 | -3 | 0 | -7.1 | 3 | -12 | -8 | 0.2 | -5
COc1cc(/C=N/Nc2nc(C)nc3c2cnn3-c2ccccc2)ccc1O | -19 | -14 | 41* | -62 | -9.8 | -4 | 12 | 4 | -4.6 | -33
CC(=O)N1c2ccc(S(=O)(=O)NCCC(=O)NC3CCC(C)CC3)cc2CC1C (stereo not drawn) | 1 | 1 | -4 | -7 | -1.2 | 1 | -13 | 9 | -0.1 | 3
CC12CCC(=O)N1C(C(=O)NNC(=O)c1ccc(Br)cc1)CS2 (stereo not drawn) | -6 | 5 | -1 | -3 | 0.6 | 2 | 5 | 1 | -0.1 | 6
OCC1N=C(c2ccccn2)OC1c1ccccc1 (stereo not drawn) | 4 | 2 | -1 | 5 | 4.0 | 1 | 3 | 7 | 0.3 | 7
CCCCOc1cccc(C2/C(=C(/O)c3ccc4c(c3)CC(C)O4)C(=O)C(=O)N2CCN2CCOCC2)c1 (stereo not drawn) | -5 | -1 | 18 | -12 | 1.6 | 3 | 2 | 6 | 0.8 | 0
Cc1cccc(-n2nnc(C(=O)NC3CCCc4ccccc43)c2N)c1 (stereo not drawn) | 2 | -7 | 4 | 9 | -2.9 | 3 | 3 | -2 | 0.4 | -10
COCCNc1nc(NC(C)C)nc2ccsc12 | 0 | 6 | 0 | -25 | 0.8 | 6 | -15 | -5 | 0.2 | -1
Cc1cc(=O)[nH]c(N/N=C2/CCCC/C2=C\c2ccccc2)n1 | 5 | -1 | 0 | 6 | 0.5 | 1 | 8 | 8 | -0.1 | -1
O=C(CN(Cc1cccs1)C(=O)CNS(=O)(=O)c1ccccc1)NC1CCCC1 | 2 | 5 | -4 | 7 | 0.0 | 0 | -6 | -1 | -0.1 | 2
CCCCc1oc2c(c(=O)c1C)C(=O)CC(c1ccccc1)C2 (stereo not drawn) | 0 | -3 | -4 | -10 | -0.3 | -5 | -11 | 4 | 0.0 | -9
COCCCNc1nc2c(-c3cccc(C)c3)nnn2c2ccc(Cl)cc12 | 0 | 15 | 8 | -15 | 4.1 | 18 | -8 | 8 | -5.6 | 1
CCOc1ccc(-c2nc(N)ncc2Oc2cccc(OC)c2)c(O)c1 | 0 | -27 | 5 | 12 | -1.9 | -9 | 2 | -5 | -1.3 | -17
Cc1cc(C(=O)CCl)c(C)n1CC1COc2ccccc2O1 (stereo not drawn) | -1 | -1 | -1 | -1 | 1.1 | 3 | -9 | -2 | -0.1 | -1
Cc1ccc(NC(=O)[C@H](NC(=O)[C@@H]2Cc3ccccc3CN2)c2ccccc2)c(C)c1 | 4 | -2 | -4 | -5 | 1.0 | -6 | -13 | 7 | -0.8 | 1
CN(CC(=O)Nc1ccccc1C(F)(F)F)C(=O)C1=COCCO1 | 1 | -1 | 1 | -10 | 0.1 | -1 | -8 | 8 | -0.7 | 9
CCOc1ccc(N2CC(NS(=O)(=O)c3cccnc3)CC2=O)cc1 (stereo not drawn) | -1 | 2 | -3 | -9 | -1.2 | -1 | -7 | 0 | -0.3 | 8
COc1cc(OC)cc(C(=O)Nn2c(C)nc3ccccc3c2=O)c1 | 6 | 4 | 3 | -10 | -3.0 | -2 | -6 | 7 | -0.5 | 6
CCOC(=O)CNC(=O)CNC(=O)c1ccc(OC)cc1 | 0 | 0 | -2 | 0 | 1.6 | 1 | 8 | 10 | 0.5 | 2
COCCN1C(=O)CSCC1(C)C(=O)Nc1ccc2c(c1)OCCO2 (stereo not drawn) | -4 | -3 | 3 | 2 | x | 1 | -9 | -1 | 0.5 | -6
O=P(O)(CP(=O)(c1ccccc1)c1ccccc1)c1ccccc1O | -2 | 0 | -1 | -5 | 3.9 | 0 | 19 | 15 | -0.7 | -1
O=C(NCc1cccnc1)c1cc2nc(-c3cccs3)cc(C(F)(F)Cl)n2n1 | 4 | -9 | -1 | -58 | -1.3 | -12 | 1 | -3 | 0.8 | -3
COc1cc(C2SCCS2)cc(Br)c1Oc1ncccc1[N+](=O)[O-] | 3 | 4 | 4 | 11 | 0.8 | -2 | 15 | 7 | -0.4 | -7
Cn1c(/N=C/c2c[nH]c3ccccc23)nc2ccccc21 | -5 | -8 | 1 | -7 | 0.9 | -8 | 1 | -2 | 0.3 | 1
COc1ccc(C(=O)NNC(=O)CN2CCN(c3nc(-c4ccccc4)cs3)CC2)cc1 | 2 | -6 | 1 | 1 | -1.3 | -3 | 1 | -1 | -0.5 | 6
COc1ccc(C)cc1S(=O)(=O)N1CCC(C(=O)NCCC2=CCCCC2)CC1 | -1 | 2 | -4 | 4 | -2.0 | 4 | -13 | 5 | 0.5 | -5
Cc1nc(NCCN2CCOCC2)c2nnn(Cc3ccccc3Cl)c2n1 | 2 | 10 | 3 | 3 | 2.7 | 6 | 7 | 2 | -0.1 | 1
COc1ccc(CCNS(=O)(=O)c2ccc3c(c2)CC(C)N3C(C)=O)cc1OC (stereo not drawn) | 3 | 4 | -7 | -8 | 0.4 | 3 | -12 | 4 | -0.2 | -7
CCOc1ccccc1C1CC(=O)Nc2c1c(=O)n(C)c(=O)n2C (stereo not drawn) | 6 | -16 | 1 | -13 | -1.4 | 1 | -6 | -3 | -0.3 | 10
O=C(Nc1ccc2c(c1)OCCO2)NC12CC3CC(CC(C3)C1)C2 | -6 | 0 | -4 | 3 | 3.3 | 1 | 0 | 16 | 1.0 | -3
COc1ccc(CCNS(=O)(=O)c2ccc3c(c2)NC(=O)C(C)S3)cc1OC (stereo not drawn) | 0 | -1 | 1 | -5 | 1.9 | -4 | -12 | 3 | 0.7 | -12
CCOCCCNCc1ccc(OCc2ccccc2Cl)cc1 | 2 | -1 | 6 | -8 | 1.1 | -5 | -1 | -2 | -0.2 | 3
O=C(COc1ccc2cc(-c3ccccc3)c(=O)oc2c1)NCC1CCC(C(=O)O)CC1 (stereo not drawn) | -3 | -7 | 2 | i | 1.1 | -2 | 10 | 3 | 21* | 5
CCOC(=O)C(=NCCOC)NNc1cc(Cl)ccc1Cl | -4 | -5 | 0 | -4 | 2.6 | -7 | 8 | 4 | 0.8 | 7
Cc1ccc(C2=[N+]([O-])C(C)(C)CC2)cc1 | 7 | 1 | -2 | -2 | 3.0 | 4 | 1 | -2 | -0.5 | 10
COc1cccc(CNS(=O)(=O)c2c(C)nc3sccn3c2=O)c1 | -6 | 6 | 2 | -22 | 0.2 | -1 | -4 | -7 | 1.2 | 1
O=C(CC1C(=O)NCCN1Cc1ccc(F)cc1Cl)NCc1ccon1 (stereo not drawn) | 3 | 0 | 2 | -11 | -0.5 | 4 | 0 | -1 | 1.2 | 2
CC/C(=N\NC(=O)C1CCCC1)c1ccc(Br)cc1 | -2 | -2 | -4 | -8 | 3.3 | 0 | -12 | 3 | -0.3 | 8
O=C(Cc1ccc(-c2ccccc2)cc1)N1CCOCC1 | 2 | 1 | -3 | -9 | 0.3 | 3 | 1 | 13 | -0.1 | -5
